EPAC2 antagonist – antagonists of human EPAC2; Q8WZA2; EPAC2 GEF exchange of Rap1B-BODIPY-GDP, fluorescence; Potency, µM (highest dose often 114 µM), for inactives: at the highest dose activity, negative = inhibition, hits mostly inhibitors; actives 0.18% (n = 360,000); note: potency is the fitted concentration of half-maximal effect; % is set by controls: 0 for no effect and ±100 for the full control effect; nearly all actives have a fitted effect of over 45% in size; many of its hits are not listed in these tables
Target sequence (Q8WZA2 whole entry, looked up): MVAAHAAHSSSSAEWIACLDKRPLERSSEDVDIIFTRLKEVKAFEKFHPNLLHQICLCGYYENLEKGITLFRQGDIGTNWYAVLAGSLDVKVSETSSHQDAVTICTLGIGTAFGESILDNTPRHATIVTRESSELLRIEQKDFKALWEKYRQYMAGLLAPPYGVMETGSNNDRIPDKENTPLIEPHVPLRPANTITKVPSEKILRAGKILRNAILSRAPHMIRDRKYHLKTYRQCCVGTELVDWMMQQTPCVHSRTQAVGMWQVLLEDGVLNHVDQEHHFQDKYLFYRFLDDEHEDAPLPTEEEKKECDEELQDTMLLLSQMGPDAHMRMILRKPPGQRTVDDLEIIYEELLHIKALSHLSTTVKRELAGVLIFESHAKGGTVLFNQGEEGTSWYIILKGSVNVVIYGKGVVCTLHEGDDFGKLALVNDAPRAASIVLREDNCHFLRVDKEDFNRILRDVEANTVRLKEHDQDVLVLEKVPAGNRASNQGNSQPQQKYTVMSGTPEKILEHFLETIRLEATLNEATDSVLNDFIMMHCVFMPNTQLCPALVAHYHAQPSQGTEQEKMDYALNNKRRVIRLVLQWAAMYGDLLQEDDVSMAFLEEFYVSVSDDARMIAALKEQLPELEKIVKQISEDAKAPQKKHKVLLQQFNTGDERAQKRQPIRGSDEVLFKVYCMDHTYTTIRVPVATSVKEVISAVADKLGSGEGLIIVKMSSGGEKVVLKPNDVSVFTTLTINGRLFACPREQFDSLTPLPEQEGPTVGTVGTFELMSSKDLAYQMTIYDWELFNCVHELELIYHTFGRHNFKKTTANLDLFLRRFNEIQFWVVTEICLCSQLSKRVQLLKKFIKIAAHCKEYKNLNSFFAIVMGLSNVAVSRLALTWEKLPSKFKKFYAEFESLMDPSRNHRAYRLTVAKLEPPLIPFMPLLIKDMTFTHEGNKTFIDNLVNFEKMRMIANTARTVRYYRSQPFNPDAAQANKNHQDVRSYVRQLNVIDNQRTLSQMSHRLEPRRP
TGFb inhibitor – inhibitors of TGF-b signaling. AID 588855. HepG2 CAGA-GFP TGF-b/SMAD3 reporter, GFP fluorescence, 18 h; TGF-beta stimulated, 500 pg/mL final. Potency, µM (series often up to 46.1 µM), inactives show top-dose activity, negative = inhibition, usual class: inhibitors. actives 1.2% (n = 410,000); note: potency is the fitted concentration of half-maximal effect; % is set by controls: 0 for no effect and ±100 for the full control effect; nearly all actives have a fitted effect of over 65% in size
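Read-out: total well GFP (ex488/em500-530) summed from mean per-cell fluorescence. Cells: HEPG2 CAGA-GFP, 1% FBS DMEM, 18 h at 37 degrees C with 500 pg/mL final TGF-beta. Unstimulated wells served as the full-inhibition control; stimulated DMSO wells = 0%.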
Nrf2 ARE act – activators of Nrf2 (ARE) signaling; AREc32 ARE-luciferase reporter (MCF7-derived line), luminescence, 24 h; AID 624171; actives 0.31% (n = 410,000); Potency, µM (highest dose often 46.1 µM), without a hit: top-dose activation, hits mostly activators; note: potency is the fitted concentration of half-maximal effect; % of control where 0% means no effect; nearly all actives have a fitted effect of over 65% in size
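AREc32_Fluc, 1000 cells/well, OPTI-MEM + 5% FBS, o/n 37 deg C 5% CO2; 23 nL cpd by pin tool, 24 hr; Steady-Glo 30 min RT, luminescence.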
EPAC2 agonist – agonists of human EPAC2 (RAPGEF4). Potency, µM (top dose mostly 154 µM), without a hit: top-dose activation, most hits filed as activators. Q8WZA2. actives 0.079% (n = 360,000). EPAC2 activation, biochemical qHTS; response scale: 100% = 6.5 mM cAMP response; note: potency is the fitted concentration of half-maximal effect; nearly all actives have a fitted effect of over 50% in size
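Nucleotide exchange monitored as fluorescence drop when BODIPY-GDP leaves Rap1B. Reaction: 100 nM EPAC2, 250 nM RAP1B-BODIPY-GDP, 50 uM GDP, room temperature, kinetic read over 30 min. Activity expressed relative to 6.5 mM cAMP.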
pAkt inh – blocks phosphorylation of Akt | Neuro2A IGF-stimulated pAkt S473 HTRF, 20 min; active compounds read low | activity change, % for hits at 50 µM | AID 651550 | actives 0.32% (n = 360,000); in the data active = activity change below about -80%; inconclusive = mostly about -51% to -80%; note: % is set by controls: 0 for no effect and ±100 for the full control effect
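Neuro2A cells in DMEM with 0.5% FBS, overnight at 37 deg C, given compound at single 50 µM final, then IGF (6 nM final) for 20 min at 37 deg C. Lysed; phospho-Akt Ser473 by HTRF after 24 h, 665/615 ratio.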
A549 viability – A549 cytotoxicity, counter-screen for Nrf2 inhibitors. A549 ARE-Fluc cells, CellTiter-Fluor viability, 18-24 h. Potency, µM (highest dose often 46 µM), inactives show at the highest dose activity change, negative = cytotoxicity, most hits filed as inhibitors. actives 0.16% (n = 390,000). AID 504648; note: potency is the fitted concentration of half-maximal effect; % is set by controls: 0 for no effect and ±100 for the full control effect
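A549 ARE-Fluc cells in 5% FBS OPTI-MEM, 5000 cells/well, rested 2 h then exposed to compounds in concentration-response for 18-24 h at 37 °C. Viability by CellTiter-Fluor fluorescence (Ex 405/Em 525) after 30 min; luciferase luminescence (BugLite, 15 min, RT) read afterwards.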
Nrf2 block – Nrf2 pathway inhibition | AID 504444 | Potency, µM (titrated, usually from 46 µM), for inactives: top-dose activity change, negative = inhibition, actives largely listed as inhibitors | A549 ARE-Fluc reporter, luciferase luminescence, 18-24 h | actives 2.1% (n = 360,000); note: potency is the fitted concentration of half-maximal effect; % is set by controls: 0 for no effect and ±100 for the full control effect; nearly all actives have a fitted effect of over 60% in size
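Reporter: ARE-Fluc in A549. Exposure: 18-24 h, 37 °C, 5% CO2, 5% FBS OPTI-MEM. Readouts: fluorescent cytotoxicity (CellTiter-Fluor), then luminescent Nrf2 signal after BugLite.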
MmCpn inh – M. maripaludis TRiC chaperonin inhibition; actives 0.031% (n = 330,000); Potency, µM (highest dose often 76.9 µM), inactives show at the top dose activity, negative = inhibition, usual class: inhibitors; purified Mm-Cpn ATPase, ADP Transcreener TR-FRET; note: potency is the fitted concentration of half-maximal effect; % is set by controls: 0 for no effect and ±100 for the full control effect; nearly all actives have a fitted effect of over 80% in size
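Compound-treated chaperonin, 25 nM final, turns over 10 uM ATP at 37°C for 30 min following a 10 min preincubation; ADP generated competes with ADP-d2 for Eu-cryptate antibody, lowering FRET.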
CCT chaperon mod – modulators of cytosolic chaperonin (CCT/TRiC) activity; activity change, % (test concentration not listed), hits read low; purified chaperonin ATPase assay, HTRF ADP detection, 30 min; actives 0.3% (n = 360,000); AID 651819; in the data active = activity change below about -30%; note: % is set by controls: 0 for no effect and ±100 for the full control effect
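TRiC at 40 or 20 nM final (batch-dependent) in 30 mM Tris pH 7.4, 100 mM KCl, 5 mM MgCl2, 1 mM DTT, with compound at single 76 uM and 10 uM ATP, 30 min at 37 deg C. ADP detected by HTRF Transcreener, 665/615 ratio.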
Starred values were filed as active, the others as inactive; i = inactive; ? = inconclusive; nt = no result given; [ ] = dose if it differs, or a comment. Unless noted, calls come from the whole dose curve; as a rule, active = well fitted curve in the direction sought with a large enough effect; inconclusive = small, poorly fitted or top-dose-only effect, or another doubt; inactive = no such curve, though single readings can be large; an effect the other way counts as inactive or inconclusive. An excerpt, so the mix of outcomes need not match the whole.

Compound | EPAC2 antagonist | TGFb inhibitor | Nrf2 ARE act | EPAC2 agonist | pAkt inh | A549 viability | Nrf2 block | MmCpn inh | CCT chaperon mod
O=C(N/N=C/c1coc2ccc(Cl)cc2c1=O)c1ccc(O)cc1 | -19% | -4% | -1.3% | 10% | i | 2% | 7% | 1% | 0.1
O=C(c1ccco1)N(Cc1ccco1)c1ccc(O)cc1 | 7% | -18% | -0.4% | 1% | i | 0% | -15% | 0% | -2.7
COc1ccc2oc(C(=O)OCC(=O)N3CCN(S(=O)(=O)c4ccccc4)CC3)c(C)c2c1 | -1% | -20% | -0.7% | 5% | i | -8% | -5% | -10% | -1.8
O=c1c2c3c(sc2n(CCN2CCCC2)c(=O)n1Cc1ccccc1)CCCCC3 | 1% | 9% | 0.5% | 15% | i | 15% | -2% | 0% | -1.6
CCOC(=O)CSc1nc2c(c(=O)n1-c1ccc(OCC)cc1)SCC2 | 3% | -4% | -0.4% | 5% | i | -3% | -9% | -2% | 0.4
O=C(CN1CCC(n2nnc3ccccc32)CC1)Nc1ccc2c(c1)CCC2 | 2% | -13% | 3.5% | 7% | i | -9% | 4% | 0% | 1.0
CCc1ccc2c(c1)cc(CN(C(=S)Nc1ccccc1C)C1CC1)c1nnnn12 | -1% | 3% | 0.4% | 5% | i | -4% | ? | 3% | -0.1
Cc1sc2ccccc2c1CNC[C@H]1O[C@@H](n2cnc(C(N)=O)n2)[C@H](O)[C@@H]1O | 2% | 3% | -0.9% | 4% | i | -5% | 16% | nt | -1.9
CCOc1cc(OCC)cc(C(=O)NCCN2CCC(n3c(=O)[nH]c4ccccc43)CC2)c1 | 0% | nt | 3.8% | 5% | i | nt | nt | nt | -1.9
O=C(Nc1cccc(Cl)c1Cl)c1csc([C@@H]2O[C@H](CO)[C@@H](O)[C@H]2O)n1 | 1% | 14% | 6.4% | 7% | i | nt | nt | nt | -3.1
Cc1ccc(OCCNS(=O)(=O)c2ccc(Cl)cc2)cc1 | 0% | -18% | 0.5% | 2% | i | 26% | 5% | 2% | -1.3
CN(C)CCn1nnnc1SCC1=C(C(=O)O)N2C(=O)[C@@H](NC(=O)Cc3csc(N)n3)[C@H]2SC1 | 19% | 6% | 3.5% | -4% | i | -5% | 10% | -2% | 0.0

The list goes on.
Compound | EPAC2 antagonist | TGFb inhibitor | Nrf2 ARE act | EPAC2 agonist | pAkt inh | A549 viability | Nrf2 block | MmCpn inh | CCT chaperon mod
COc1ccc(CCNC(=O)c2ccccc2NC(=O)c2ccco2)cc1OC | -1% | -29% | 2.0% | 5% | i | 3% | -17% | 1% | -1.6
COCCN1C(=O)C(=O)/C(=C(/O)c2ccc(S(=O)(=O)N3CCCCC3)cc2)C1c1ccc(OC)c(OC)c1 (centres undefined) | -5% | 21% | -0.7% | 12% | i | 0% | -8% | 1% | -10
COc1ccc(C(C)(C)C)cc1NC(=O)Cn1cnnn1 | -6% | 0% | -0.3% | 1% | i | -2% | -6% | 1% | -1.6
CCOC(=O)N1CCN(CC(=O)Nc2ccc(F)c(F)c2F)CC1 | 2% | 5% | -0.5% | 17% | i | 1% | 16% | -2% | -6.1
O=C(CN1C(=O)/C(=C/c2cccc(Br)c2)SC1=S)NC1=NCCS1 | -5% | 9% | 2.8% | 9% | i | -6% | 0% | 2% | -2.5
Cc1ccc(C2(C)NC(=O)N(CC(=O)NNC(=O)c3cc(C)oc3C)C2=O)cc1 (centres undefined) | -6% | 19% | 0.2% | 10% | i | -11% | 23% | -1% | -6.1
Cc1ccc(-n2c(O)c(C=Nc3ccc(S(=O)(=O)Nc4ncccn4)cc3)c3ccccc3c2=O)cc1C | -1% | -20% | -0.1% | -7% | i | ? | -13% | 1% | -1.9
CC(C)=N/N=C(/c1ccc([N+](=O)[O-])cc1)C12CN3CN(CN(C3)C1)C2 | 11% | -17% | 0.1% | -8% | i | 3% | 1% | 0% | -3.4
COc1ccccc1C(=O)NC(=O)Nc1c(C)cc(C)cc1C | -30% | ? | 0.2% | 4% | i | 10% | ? | 2% | 0.0
CC(C)N(C(=O)CSc1nc(COc2ccccc2)nc2ccccc12)C(C)C | 5% | ? | -0.1% | 15% | i | 8% | -11% | -10% | -0.5
O=C(CNc1cccc2ccccc12)N/N=C/C(Br)=C/c1ccccc1 | 1% | -17% | ? | 9% | i | -9% | -16% | -2% | 2.6
COc1ccc(OC)c(S(=O)(=O)n2cccn2)c1 | -1% | -4% | 0.2% | 3% | i | -11% | -23% | 0% | -1.4

Given as labelled records: part of the list above
compound: CC(C)=N/N=C(/c1ccc([N+](=O)[O-])cc1)C12CN3CN(CN(C3)C1)C2
  EPAC2 antagonist: 11%
  TGFb inhibitor: -17%
  Nrf2 ARE act: 0.1%
  EPAC2 agonist: -8%
  pAkt inh: i
  A549 viability: 3%
  Nrf2 block: 1%
  MmCpn inh: 0%
  CCT chaperon mod: -3.4

compound: COc1ccccc1C(=O)NC(=O)Nc1c(C)cc(C)cc1C
  EPAC2 antagonist: -30%
  TGFb inhibitor: ?
  Nrf2 ARE act: 0.2%
  EPAC2 agonist: 4%
  pAkt inh: i
  A549 viability: 10%
  Nrf2 block: ?
  MmCpn inh: 2%
  CCT chaperon mod: 0.0

Taken from above, four compounds:
Compound | EPAC2 antagonist | TGFb inhibitor | Nrf2 ARE act | EPAC2 agonist | pAkt inh | A549 viability | Nrf2 block | MmCpn inh | CCT chaperon mod
CC(C)=N/N=C(/c1ccc([N+](=O)[O-])cc1)C12CN3CN(CN(C3)C1)C2 | 11% | -17% | 0.1% | -8% | i | 3% | 1% | 0% | -3.4
COc1ccccc1C(=O)NC(=O)Nc1c(C)cc(C)cc1C | -30% | ? | 0.2% | 4% | i | 10% | ? | 2% | 0.0
CC(C)N(C(=O)CSc1nc(COc2ccccc2)nc2ccccc12)C(C)C | 5% | ? | -0.1% | 15% | i | 8% | -11% | -10% | -0.5
O=C(CNc1cccc2ccccc12)N/N=C/C(Br)=C/c1ccccc1 | 1% | -17% | ? | 9% | i | -9% | -16% | -2% | 2.6

(further entries)
Compound | EPAC2 antagonist | TGFb inhibitor | Nrf2 ARE act | EPAC2 agonist | pAkt inh | A549 viability | Nrf2 block | MmCpn inh | CCT chaperon mod
CC1CC1C(=O)Nc1nc2ccc(Cl)cc2s1 (centres undefined) | 4% | -27% | 12% | -1% | i | -10% | ? | nt | -0.6
O=C(CCc1nnc2ccc(N3CCCC3)nn12)Nc1cc(F)ccc1F | 1% | 0% | 0.1% | 9% | i | -1% | -4% | -4% | -6.8
CCN(C(=O)CSc1nnc(-c2ccc(Cl)cc2)n1C)C1CCS(=O)(=O)C1 (centres undefined) | -8% | -21% | -0.7% | -3% | i | 4% | -15% | 1% | -2.1
CC(C)CC1NC(=O)N(CC(=O)Nc2ccccc2-c2ccccc2)C1=O (centres undefined) | 6% | 21% | -0.2% | -4% | i | -9% | 8% | 0% | 1.0
CCCCCCN1C[C@@H](n2cc(COC(=O)c3ccccc3)nn2)[C@H](O)C[C@@H]1c1ccc(C)cc1 | -19% | 6% | -0.4% | -5% | i | nt | nt | nt | -1.0
COc1c(C)cc(C(=O)C2CCCN(Cc3c(C)n(C)n(-c4ccccc4)c3=O)C2)cc1C (centres undefined) | 1% | -3% | -0.2% | 7% | i | 13% | ? | 1% | -9.9
Cc1cc(NC(=O)Nc2ccccc2[N+](=O)[O-])no1 | 3% | 8% | 5.2% | 24% | i | -11% | 5% | 2% | -7.0
Cc1cc(C)n2nc(C(=O)OCC(=O)NC3CCS(=O)(=O)C3)nc2n1 (centres undefined) | 6% | -6% | -1.7% | 1% | i | nt | nt | nt | 0.6
O=C(O)C(c1ccccc1)N1C(=O)/C(=C\c2ccc(-c3cccc(Cl)c3)o2)SC1=S (centres undefined) | 84%[activator] | ? | -0.1% | 16% | i | -17% | -2% | 0% | -0.2
COc1ccc(NS(=O)(=O)c2cc(-c3onc(C)c3C)ccc2C)c(OC)c1 | nt | 0% | 2.7% | nt | nt | 2% | -27% | nt | nt
COc1ccc(CCn2nnc(-c3ccc(NC(C)=O)c(Cl)c3)n2)cc1 | -4% | 1% | -0.6% | 5% | i | -5% | -7% | -18% | -3.8
O=c1ccc(=O)n(CCc2ccccn2)[nH]1 | 12% | 14% | -0.4% | 13% | i | 6% | 15% | nt | -0.5

(more compounds)
Compound | EPAC2 antagonist | TGFb inhibitor | Nrf2 ARE act | EPAC2 agonist | pAkt inh | A549 viability | Nrf2 block | MmCpn inh | CCT chaperon mod
Cn1c(SSc2ccc(-c3cccnc3)n2C)ccc1-c1cccnc1 | 2% | ? | 14% | 12% | i | -6% | 18% | nt | -2.1
Oc1c(Br)cc(Br)c(/C=N/n2c(-c3ccccc3)n[nH]c2=S)c1Br | ? | ? | 10% | -3% | i | 0% | 25% | -3% | -0.5
Cc1ccc2c(Cl)c(C(=O)Nc3nn[nH]n3)sc2c1 | -10% | -2% | -0.2% | 18% | i | 3% | 20% | -2% | -0.9
Cc1ccc(N2CC(C(=O)N3CCOCC3)CC2=O)cc1C (centres undefined) | -3% | ? | 0.8% | 3% | i | 2% | 2% | -1% | 0.2
Cc1ccc([C@@H]2C[C@H]3CN(Cc4cccc(Cl)c4)C(=O)[C@]34CCCN24)o1 | 16% | -12% | -0.3% | -2% | i | 1% | 3% | 2% | -0.8
Cc1cccc(NC(=O)c2cnc3scc(C)n3c2=O)c1 | 9% | 14% | 7.1% | 16% | i | 1% | ? | 1% | -1.9
O=C(Nc1ccccc1C(=O)NC1CCCCC1)c1ccccc1 | 2% | 14% | -1.6% | -9% | i | 0% | -3% | -1% | 0.6
